Bioassay records as filed in PubChem BioAssay.
Autophagy HCS: autophagy modulators in MEF cells, primary screen, imaging, high-content, MEF GFP-LC3; actives 0.98% (n = 190,000); MEF GFP-LC3 puncta imaging; test concentration mostly 10 µM; calls only at 10 µM (by protocol);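 active = percentage of spot-positive cells more than 3 SD above its plate mean, without a fluorescence outlier flag or 80% toxicity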;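 also: spot-positive cell cutoff set from DMSO-treated cells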
Lipid droplet: inhibitors of hepatocyte lipid droplet formation, primary screen, imaging, high-throughput imaging, BODIPY stain; AML12 mouse hepatocytes, oleate lipid droplets; inhibition, % at 6.5 µM; actives 0.4% (n = 240,000); AID 1656, 2009;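 active = lipid droplet intensity inhibited by at least 50%, with more than 500 cells counted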
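Test system: AML12 hepatocytes (mouse); reagent: oleate loading, 100 µM; dosing: one dose, 6.5 µM compound; incubation: overnight exposure; signal: fluorescence imaging, 20x objective, two fields per well; read-out basis: % inhibition of corrected integrated BODIPY droplet signal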
Dynein transport: inhibitors of GR-EGFP nuclear translocation, primary screen, dynein cargo transport inhibitor project, imaging, high-content, 3617.4 mouse cells. test concentration mostly 20 µM; stimulated with dexamethasone, 1 µM; active compounds read low. z-score, hits read low. actives 0.47% (n = 220,000);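 active = plate z-score of nuclear minus cytoplasmic receptor signal below a set negative limit, without overly bright fluorescence or cell loss, cut at about -3.5 in these data, passing the limit was not always enough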;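 also: z-score of nuclear minus cytoplasmic ring GR-EGFP intensity difference per well; some compounds called inactive have numbers as strong as hits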
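Buffer or medium: Induction medium lacking tetracycline, stripped serum | Also added: Dexamethasone agonist, 1.0 µM final, for 30 min | Timing: 48 h induction, 1 h compound, 30 min dex at 37 °C | Detection: Formaldehyde fixation, Hoechst nuclear stain, 10x automated fluorescence imaging | Measure: Nuclear versus cytoplasmic GR-EGFP signal, averaged per well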
PhoP inhibition: inhibitors of PhoP regulon expression, primary screen, Salmonella Typhimurium, GFP reporter (AID 1863); S. Typhimurium PhoP-regulated promoter GFP reporter, 4 h; higher % means a stronger effect; one-dose inhibition, % at 50 µM; IC50 in µM for titrated hits; actives 0.16% (n = 300,000);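 active = inhibition over 29.93%, a cutoff 3 SD above the screen mean, later confirmed by dose response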;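 also: 0% = low Mg2+ inducing control and 100% = high Mg2+ repressing control; strong numbers were not always called active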
bCat nuc transl: modulators of beta-catenin nuclear translocation, primary screen, imaging, HeLa cells, immunofluorescence, high-content; nuclear translocation activity, % at 5 µM; AID 1665, 2009; actives 0.3% (n = 190,000);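 active = nuclear translocation activity above 50% at 5 µM, with a well cell count of 50 or more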;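 also: per-cell ratio of nuclear to cytoplasmic median beta-catenin stain intensity; plate controls were DMSO negative control for no effect and GSK-3 inhibitor IX positive control for full effect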
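Test system: human HeLa cell line; Doses: 5 µM primary, 0.02–20 µM confirmation; Incubation: 24 h compound exposure, 37°C; Detection: beta-catenin immunofluorescence imaging with DAPI; Read-out: beta-catenin nuclear/cytoplasmic ratio, % activation.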
T cell modulator: modulators of CD8 T cell-vesicle binding, primary screen, mouse 2C CD8+ T cells, flow cytometry; actives 0.068% (n = 330,000); 2C CD8+ T cell-vesicle binding; active compounds read low; calls only at 7 µM;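 active = response, share of CD8 T cells binding vesicles, and their 90th percentile fluorescence all below set limits, cut at about 80% in these data, passing the limit was not always enough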
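incubation = binding step 1.5 h, 37 °C, antibody labelling 20 min, ice | test system = 2C mouse CD8+ T cells | read-out basis = percent CD8+ FL2 mean versus row control | controls = Peptide-free naked vesicles (low) and QL9 vesicles with 0.7% DMSO vehicle (high) | detection = flow cytometry of vesicle-bound cells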
MT stabilize HCS: microtubule stabilizers in HeLa cells, primary screen, imaging, high-content imaging. HeLa tubulin immunostaining HCS, 24 h; share of cells brighter than vehicle mean+2SD. % tubulin-high responders, % at 10 µM. actives 0.83% (n = 200,000). AID 2205, 2009;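 active = plate Z-score above 3 for both tubulin-high and condensed-nucleus cell shares, with cell loss under 80%, at 10 µM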;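 also: anti alpha tubulin signal scored within the nucleus-defined area of each cell; some results filed as inactive read as strong as hits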
CSM14.1 death rescue: rescue of cells from ER stress-induced death, primary screen, 384-well, CSM14.1, thapsigargin, ATP luminescence (AID 1222); CSM14.1 thapsigargin-induced death rescue, ATP luminescence; higher % means a stronger effect; one-dose cellular ATP content (survival), % at 20 µM; EC50 in µM for titrated hits; 190,000 tested, under 10 active;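 active = EC50 below 50 µM in the dose-response confirmation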;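 also: death triggered by thapsigargin at about 15 µM added after 2 h compound pretreatment; cell ATP read after overnight thapsigargin exposure of roughly 18 to 22 hours; normalized against plate controls of thapsigargin alone and 5% DMSO vehicle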
Ins promoter up: insulin promoter activators in MIN6 cells, imaging, high-content screening, mouse beta cells; z-score at 5 µM; MIN6 insulin promoter-GFP reporter; active compounds read high; actives 0.3% (n = 190,000); AID 1625, 2009;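 active = z-score above 3 at 5 µM with at least 500 cells counted in the well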
Dynein transport cytoplasmic EGFP: further read-out of Dynein transport, marked with its call; z-score; measured here: cytoplasmic GR-EGFP intensity; active compounds read high
Dynein transport nuclear GR-EGFP: second read-out of Dynein transport, no call of its own (marks repeat the call); z-score; measured here: nuclear GR-EGFP intensity;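 lower value marks the stronger effect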
Dynein transport cell count: second read-out of Dynein transport, no call of its own (marks repeat the call); z-score; measured here: cell count per field
Ins promoter up cell count: recorded beside Ins promoter up, whose call it bears; cell count; measured here: cytotoxicity, nuclei count;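 total cells summed across four imaged fields per well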
Lipid droplet cells 6.5 µM: recorded beside Lipid droplet, whose call it bears; cell count; measured here: cell count, cytotoxicity flag;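 cells counted across two imaged fields per well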
bCat nuc transl cell count 5 µM: recorded beside bCat nuc transl, whose call it bears; cell count; measured here: cell count, cytotoxicity flag
T cell modulator vesicle-bound %: second read-out of T cell modulator, no call of its own (marks repeat the call); double positive events, %; measured here: CD8+ vesicle-bound cell fraction;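 binding gate set so that unloaded-vesicle control wells show 10% double positive cells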
MT stabilize HCS Hoechst-high %: second read-out of MT stabilize HCS, no call of its own (marks repeat the call); % Hoechst-high responders; measured here: nuclear condensation Hoechst responders;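 share of cells brighter than vehicle mean plus two SD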
MT stabilize HCS cytotoxicity %: further read-out of MT stabilize HCS, marked with its call; toxicity, %; measured here: cytotoxicity by cell density;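 0% = mean cell density of plate MIN control wells and 100% = no cells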
Autophagy HCS cell loss 18 h: second read-out of Autophagy HCS, no call of its own (marks repeat the call); toxicity, %; measured here: cell loss, nuclei count;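 cell loss after 18 h compound exposure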
Active calls of the source: *; i = inactive; . = not tested or not shown.

SMILES	Autophagy HCS	Autophagy HCS cell loss 18 h	Lipid droplet	Lipid droplet cells 6.5 µM	Dynein transport	Dynein transport cytoplasmic EGFP	Dynein transport nuclear GR-EGFP	Dynein transport cell count	PhoP inhibition	bCat nuc transl	bCat nuc transl cell count 5 µM	T cell modulator	T cell modulator vesicle-bound %	MT stabilize HCS	MT stabilize HCS Hoechst-high %	MT stabilize HCS cytotoxicity %	CSM14.1 death rescue	Ins promoter up	Ins promoter up cell count
O=S(=O)(c1cccs1)N1CCN(c2ccc(O)cc2)CC1	.	.	-25	624	-0.36	-0.15	-0.43	0.78	-8%	-3.6	862	i	19	.	.	.	.	-0.49	1267
c1ccc(Cc2nnc3sc(-c4cccs4)nn23)cc1	i	-7	4	682	-0.58	-0.098	-0.46	0.67	9%	-0.1	1084	i	39	2.7	1.6	1.4	-1.0%	-0.23	1473
CC(C)c1onc(C(=O)Nc2sc3c(c2C#N)CCC3)c1[N+](=O)[O-]	i	4	8	661	-0.54	-0.3	-0.18	0.89	11%	1.0	1119	i	56	4.0	1.6	4.9	-11%	-0.41	1274
C/C(CC(=O)NC1CCCCC1)=N\NC(=O)COc1ccc(C)cc1Br	i	4	2	677	-0.77	-0.27	-0.27	0.98	-5%	0.0	1135	i	25	3.4	1.7	5.7	0.1%	0.05	1226
COc1ccc2c(c1)nc(NCCCO)n2Cc1ccccc1	.	.	19	668	-0.1	-0.81	-0.21	0.026	-5%	1.4	1215	i	38	.	.	.	.	-0.97	991
O=C1N=c2ccccc2=C1c1sc(=O)[nH]c1O	.	.	-1	633	0.85	-0.13	0.024	0.45	14%	-1.8	1107	i	33	.	.	.	.	0.11	1461
C[C@@H](C(=O)Nc1ccc2ccccc2c1)[C@H]1C[C@]1(C)[C@H](NP(=O)(c1ccccc1)c1ccccc1)c1ccccc1	i	-25	-16	787	1.1	-0.25	0.82	0.14	8%	.	.	.	.	2.8	1.6	7.0	6.4%	0.05	1144
CCN1CC2([N+](=O)[O-])CC=C(OC)C([N+](=O)[O-])(C1)C2 (stereo unspecified)	i	4	2	465	0.93	-0.22	0.43	-0.42	16%	0.4	894	i	45	4.1	1.5	0.2	-2.2%	.	.
COc1cc(OC)cc(C(=O)NCC(=O)OCc2cc(=O)oc3cc(OC)ccc23)c1	.	.	-8	720	0.053	-0.044	0.11	-0.33	-8%	-2.2	1173	i	7	.	.	.	.	-0.16	1350
CNS(=O)(=O)c1cccc(C(=O)OCC(=O)Nc2ccc(Cl)cc2F)c1	.	.	-3	736	2.8	-0.22	1.2	-1.5	-4%	1.2	1295	i	10	.	.	.	.	0.2	1104
O=C(COc1ccc(Cl)cc1)Nc1ccc2oc(-c3ccncc3)nc2c1	i	-13	4	753	-0.8	-0.22	-0.37	1.6	-4%	-2.1	1191	i	32	2.9	2.2	3.8	4.5%	-0.61	1228
CN(C)c1nccc(N(Cc2ccccc2)Cc2ccccc2)c1C#N	i	7	.	.	-0.47	-0.22	-0.9	1.2	-7%	-2.3	1438	i	50	2.4	2.1	9.5	1.3%	0.88	1101
Cc1nc2cc(NC(=O)COc3ccc(C#N)cc3)ccc2n1-c1ccccc1	i	-13	.	.	1	-0.18	0.72	-0.83	-10%	-2.5	839	i	16	4.1	2.8	15	-2.2%	1.6	1140
COc1ccc(C2NC(=O)N(C)C3=C2C(=O)CC(C)(C)C3)cc1OC (stereo unspecified)	i	-8	0	680	1.7	0.17	1.3	-1.9	11%	1.7	924	i	62	2.9	2.5	3.1	-6.1%	.	.
COc1cc(C(=O)NCc2ccc(C)cc2)ccc1OC(F)F	i	15	8	634	-0.38	-0.28	-0.44	0.32	9%	1.0	490	i	1	3.2	3.0	1.9	-7.4%	0.38	1181
Cc1cc(Cl)ccc1OCC(=O)N(Cc1ccco1)C1CCS(=O)(=O)C1 (stereo unspecified)	.	.	5	770	0.4	-0.25	0.12	0.2	-3%	0.9	1338	i	49	.	.	.	.	-0.43	1026
C=CCc1cccc(/C=N/n2c(C)nnc2C)c1O	i	2	.	.	-0.39	-0.13	-0.38	0.31	2%	-0.5	1365	i	44	2.1	1.9	11	2.1%	-0.62	1671
COc1ccc(-n2c(SCC(N)=O)nnc2-c2ccccc2F)cc1	i	0	15	723	-0.76	-0.23	-0.43	0.72	2%	-9.4	1037	i	41	4.1	2.9	6.7	3.1%	.	.
CC#CCCc1nc2ccccc2c(=O)n1N	i	-14	-6	617	1.3	-0.18	0.15	-1.6	-5%	0.1	532	i	41	2.0	2.0	6.9	1.6%	0.37	1260
Cn1nnnc1SCC(=O)Nc1nn(-c2ccccc2)nc1C(N)=O	i	3	18	702	1.4	-0.063	0.33	-2.1	6%	-2.0	969	i	38	4.6	1.0	3.8	-1.5%	-0.8	1193
N#Cc1nc(-c2cccc(Cl)c2)oc1NCc1cccnc1	i	-5	-2	726	0.19	0.15	0.49	0.42	1%	-4.9	1071	i	52	2.6	1.8	8.0	0.6%	.	.
CNC(=O)COC(=O)/C=C/c1cn(-c2ccccc2)nc1-c1ccc(C)o1	.	.	0	704	-0.39	-0.21	-0.23	-0.25	-5%	-3.4	1226	i	39	.	.	.	.	-0.02	1370
COc1ccccc1C(=O)N1CCN(c2nc3cc(C)c(C)cc3cc2C#N)CC1	i	1	21	723	-0.92	-0.13	0.088	0.3	-7%	-0.1	1180	i	49	2.0	2.9	12	5.9%	-1.7	672
CCN1C=C(C(=O)OC)C(c2cccc(OC)c2OC)C(C(=O)OC)=C1	i	-8	10	721	0.11	-0.31	0.22	-0.042	-2%	4.8	1041	i	62	2.5	2.1	3.4	-1.5%	-0.19	1297
COc1ccc(-c2c(C)nn3c(N4CCC5(CC4)OCCO5)cc(C)nc23)cc1OC	i	-29	-7	616	0.73	-0.16	0.76	-0.45	4%	0.4	1124	i	11	4.5	2.2	4.8	0.0%	0.03	1893
O=c1cc(-c2ccccc2)oc2ccc(O)cc12	.	.	11	712	0.98	-0.18	0.49	-1.2	-19%	2.0	1015	i	38	.	.	.	.	0.36	1348
Cc1cc(NC(=O)CCC(=O)N(CC(=O)NC2CCCC2)Cc2ccccc2Cl)no1	.	.	.	.	-0.31	-0.22	0.15	-0.18	0%	0.8	1317	i	46	2.0	2.3	16	0.6%	-0.29	1421
Cc1ccc(C)c(NC(=S)N/N=C/C(C)c2ccccc2)c1 (stereo unspecified)	i	22	-9	716	-0.34	-0.29	0.023	0.13	-6%	-2.0	1165	i	33	5.0	2.0	7.6	1.2%	-0.78	1542
CCOC(=O)N1CCC(NC(=O)c2ccc3snnc3c2)CC1	i	-11	-27	628	0.76	-0.19	0.54	-0.094	12%	-0.2	1152	i	36	7.5	2.2	11	.	0.3	1024
O=C(c1ccc2nccnc2c1)N1CCN(Cc2ccc3c(c2)OCO3)CC1	i	17	-1	719	-0.26	-0.37	-0.33	0.54	-5%	0.0	1127	i	27	3.6	3.2	1.9	-4.5%	-0.14	1129
CC(=O)c1cc(-c2ccccc2)n(CC(=O)N2CCN(C3CCCC3)CC2)c1C	i	-7	18	688	-0.34	-0.24	-0.64	1	-3%	.	.	i	10	4.2	1.4	3.5	-1.4%	-1.1	1249
COc1ccc(NC(=O)CSc2[nH]c(=O)cc(C)c2C#N)cc1OC	i	5	9	675	2.4	-0.27	0.98	-0.6	-2%	.	.	i	35	3.1	1.8	5.5	-1.9%	-0.39	1272
CCCn1c(SCc2ccc(Cl)cc2)nc2c1c(=O)[nH]c(=O)n2C	i	11	.	.	-0.24	0.49	0.012	0.61	12%	-2.8	939	i	38	6.1	4.2	9.7	2.8%	-0.06	1477
Cc1cc(OCC(=O)Nc2ccc3c(c2)OCCO3)cc(C)c1Cl	i	-14	1	741	2.8	-0.33	1.6	-0.59	0%	-2.5	1196	i	47	1.6	1.0	4.6	6.3%	-0.68	833
